From PubChem BioAssay
PriA SSB inh = K. pneumoniae PriA-SSBct interaction inhibition | AlphaScreen SSBct-PriA binding, biotinylated peptide | inhibition, % at 33 µM | 430,000 compounds, 0.6% hits; in the data active = inhibition mostly above about 37%, no sharp cut-off; inactive = mostly below about 20%;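 also: plate controls were negative control peptide for no effect and reference peptide for full effect; strong numbers were not always called active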
An asterisk follows results filed as active; & = joins results of further samples. Not all compounds are listed (hit frequency here may not be typical).

SMILES	PriA SSB inh
CC(=O)N1CCc2cc(S(=O)(=O)N3CCC4(CC3)NC(=O)N(C)C4=O)ccc21	5.0
CSc1ccc([C@@H](O)CNC(=O)C2CC2)cc1	-1.0
CN1CCN(N=Cc2c[nH]c3ccccc23)CC1	11.4
O=C1c2ccccc2C(=O)c2cc(NC(=O)C3COc4ccccc4O3)ccc21 (stereo not given)	-12.0
CC1(C)C(=O)NCCN1C(=O)c1ccc(Br)cc1	4.0
CC(=O)N1CCN(C2CC2)C[C@@H]1Cc1ccccc1	-8.0
CCCOc1ccc(-c2c(C(=O)NN=C(C)c3cccs3)nnn2-c2nonc2N)cc1	-2.5
Cn1cnc(S(=O)(=O)N2CC(N3C(=O)CCC3=O)C2)c1	-20.0
CS(=O)(=O)N1CCN(C(=O)C2CCCN(c3ccc(-n4cccn4)nn3)C2)CC1 (stereo not given)	-10.0
COc1ccc2nc(-c3ccc(C)c(NC(=O)c4cccc(OC)c4OC)c3)cn2n1	-13.0
O=C(NCCc1ccccc1)N1CCC(Cn2ccnc2)CC1	0.0
CS(=O)(=O)c1ccc(CC(=O)Nc2ccc([N+](=O)[O-])cc2)cc1	5.0
S=c1[nH]nc(-c2cccs2)n1N=Cc1cccs1	-1.9
Cc1csc2ncc(C(=O)Nc3cc(C(F)(F)F)ccc3Cl)c(=O)n12	5.0
O=C(c1ccc(Br)o1)C1C(=O)N(c2ccccc2)N=C1c1ccccc1 (stereo not given)	-6.0
O=C(NN=Cc1ccncc1)NC1CCCCC1	-7.7
Clc1cccc(NN=Cc2ccc(N3CCOCC3)s2)c1	3.1
O=C(CSc1ncnc2scc(-c3ccccc3)c12)N1CCCCCC1	-15.0
Cc1ccc([N+](=O)[O-])cc1NC(=O)C(=O)NCc1ccccc1Cl	5.0
CNC(=O)CS(=O)(=O)C1CCN(S(=O)(=O)c2ccsc2C(=O)OC)CC1	-12.0
O=C(Cc1cccs1)NCCS(=O)(=O)N1CCc2ccccc2C1	-4.0
Cn1nccc1C(=O)N=c1sc2ccccc2n1C	2.0
O=C(C1CC1)N1CCCSCC1CN1CCOCC1 (stereo not given)	3.0
CCOC(=O)Nc1nc(CC(=O)O)cs1	28.0
O=C(c1cc(Cl)ccc1[N+](=O)[O-])N(Cc1cccnc1)c1nc2c(F)cc(F)cc2s1	13.0
O=C(CSc1ncc(S(=O)(=O)c2cccc(C(F)(F)F)c2)c(=O)[nH]1)Nc1ccc(F)cc1	-10.0
COc1ccc(-c2cc(OCC(=O)Nc3cccc(F)c3)c3ccccc3n2)cc1	-13.0
O=C1C=Cc2ccccc2C1=Cc1[nH]c(=O)[nH]c1O	-6.9
O=C(NCc1ccccc1)Nc1cnn([C@H]2CCOC2)c1	-13.0
O=C(CCc1c(Cl)cccc1Cl)NCc1cccnc1-c1ccsc1	-11.0
COc1ccc(-c2csc(-n3nc(C)cc3NC(=O)c3ccc(Br)o3)n2)cc1OC	-3.0&6.0
COc1ccc(NC(=O)N2CC(S(=O)(=O)CC(C)C)C2)cc1	-7.0
O=S(=O)(NC1CCC(Oc2ncc(F)cn2)CC1)c1ccc2c(c1)CCO2 (stereo not given)	-6.0
CCCn1nc(-c2cccs2)c2sc(N3CCCC3)nc2c1=O	-22.0&-4.0
Cn1c(=O)c2ncn(CC(=O)NN=Cc3ccco3)c2n(C)c1=O	-11.3
C/C(C=NNC(=O)c1cc(C(C)(C)C)[nH]n1)=C\c1ccccc1	2.1
O=C(CSc1nc2scc(-c3cccs3)c2c(=O)n1-c1ccccc1)N1CCOCC1	-7.0
COC1(CNC(=O)CCc2ccccc2Br)CCSC1 (stereo not given)	4.0
CCN(CC)c1ccc(C=NNC(=O)c2cnccn2)c(O)c1	-6.5
CCCN1CCCc2cc(CCNS(=O)(=O)c3ccccc3)ccc21	86.3
COc1cccc(C(=O)NCCNc2cc(-n3cccn3)nc(C)n2)c1OC	-23.0
O=C(COc1ccc(Br)cc1)Nc1nonc1-c1ccc(Cl)cc1	-28.0
COc1ccc2nc(-c3ccc(Cl)c(NC(=O)c4cccc(OC)c4OC)c3)cn2n1	3.0
Cc1noc(C)c1CC(=O)N(CCc1cccs1)Cc1ccoc1	-4.0
O=S(=O)(CCC(F)(F)F)N1CCCC(Cc2nc(C3CC3)no2)C1 (stereo not given)	-11.0

Quoted at random: 6 records from the list.
SMILES	PriA SSB inh
O=S(=O)(CCC(F)(F)F)N1CCCC(Cc2nc(C3CC3)no2)C1 (stereo not given)	-11.0
CCCn1nc(-c2cccs2)c2sc(N3CCCC3)nc2c1=O	-22.0&-4.0
COc1ccc(NC(=O)N2CC(S(=O)(=O)CC(C)C)C2)cc1	-7.0
O=C(COc1ccc(Br)cc1)Nc1nonc1-c1ccc(Cl)cc1	-28.0
CCCN1CCCc2cc(CCNS(=O)(=O)c3ccccc3)ccc21	86.3
COc1cccc(C(=O)NCCNc2cc(-n3cccn3)nc(C)n2)c1OC	-23.0

The listing picks up, repeating the four entries before the break.
SMILES	PriA SSB inh
O=C(COc1ccc(Br)cc1)Nc1nonc1-c1ccc(Cl)cc1	-28.0
COc1ccc2nc(-c3ccc(Cl)c(NC(=O)c4cccc(OC)c4OC)c3)cn2n1	3.0
Cc1noc(C)c1CC(=O)N(CCc1cccs1)Cc1ccoc1	-4.0
O=S(=O)(CCC(F)(F)F)N1CCCC(Cc2nc(C3CC3)no2)C1 (stereo not given)	-11.0
CS(=O)(=O)N1CC(Oc2nc3c(C(F)(F)F)cccc3s2)C1	-35.0
Cc1cc(N2CCC(NC(=O)c3cc(-c4ccco4)[nH]n3)CC2)n[nH]1	-2.0
CCn1ccc(C(=O)Nc2nc(-c3ccc(Cl)s3)cs2)n1	-14.0
O=C(Nc1nc(-c2ccc3c(c2)OCO3)cs1)C1CCN(S(=O)(=O)c2cccs2)CC1	16.0
O=C(COc1cccc(C(F)(F)F)c1)NCCCn1nc(-c2ccco2)ccc1=O	-10.0
CC(=O)Nc1ccc(SCCCC(=O)NCc2ccccc2Cl)nn1	-19.0&-5.0
Cc1ccc(CN2C(=O)CC(N3CCCCC3)C2=O)cc1 (stereo not given)	16.0
O=C(CN1CCCC1)NN=Cc1ccc(-c2cccc(Cl)c2)o1	17.9
CCc1ccc(-c2cc3c(SCC(=O)Nc4ccc(Br)cc4F)nccn3n2)cc1	-10.0
O=C(NN=Cc1ccccn1)c1cccc(NC(=O)c2ccccc2Cl)c1	-6.1
O=C(O)CCC(=NNc1ccc([N+](=O)[O-])cc1)C(=O)O	-7.8
Cc1nc(C)c(C(=O)NCc2cccnc2-c2cccs2)s1	-5.0
COc1ncc(NC(=O)c2ccco2)cn1	-9.0
CCN1C(=O)C(C)(C)COc2ccc(NC(=O)OC)cc21	14.0
O=C(Oc1ccc2oc3c(c2c1)CCCC3)c1cccs1	3.0
S=c1[nH]nc(-c2ccccn2)n1N=Cc1ccc(Br)s1	79.2*
COC(=O)c1ccc(NC(=O)CS(=O)(=O)c2ccc(Cl)s2)cc1	-3.0
O=C(NCc1ccco1)C(=O)NCc1cccs1	-6.0
CCc1nc2c(sc3cccc(F)c32)c(=O)n1CC(=O)Nc1ccc2c(c1)OCCO2	-4.0
CCOC(=O)N1CCN(S(=O)(=O)c2ccc(C(=O)Nc3ccc4sccc4c3)cc2)CC1	-4.0
Cc1ccc(-c2c(C(=O)NN=Cc3ccco3)nnn2-c2nonc2N)cc1	3.0
O=C1CCC/C=C/C[C@H](CC(=O)N(CCO)Cc2ccccc2)C(=O)N2CCC[C@@H]2CO1	-16.5
FC(F)(F)c1cccc(Oc2ncnc3scc(-c4ccc(Cl)cc4)c23)c1	-15.0&-10.0
Cc1ccc(-n2ncc3c(=O)[nH]c(-n4nc(C)cc4NC(=O)Cc4cccs4)nc32)cc1	3.0
O=C1C(=O)N(CO)c2ccccc21	-4.0
COc1ccc(C)c2sc(NCc3cccnc3)nc12	17.0
CCc1cccc2sc(NC(=O)c3cccc(C(=O)Nc4nc5c(CC)cccc5s4)n3)nc12	-4.0
Nc1nc(Cl)cc(Nc2cccc(C(F)(F)F)c2)n1	-12.0
Cc1nnc(-c2cc3ccccc3n2Cc2c(F)cccc2Cl)o1	-1.0
Cc1ccc(C)c(NC(=O)C2CCN(c3cnc4ccccc4n3)CC2)c1	2.0
Cc1nnsc1C(=O)N1CCN(Cc2nc3ccccc3[nH]2)CC1	-2.0
CCOc1ccccc1NC(=O)CSc1nc(C)nc2c1c(=O)n(C)c(=O)n2C	-6.0
COc1nn(C)cc1C(=O)NCCNS(=O)(=O)c1cn(C)cn1	-7.0
O=C(COc1ccc(F)cc1)N1CCN(C(=O)COc2ccc(F)cc2)CC1	0.0
O=[N+]([O-])c1cc(Cl)cc(C=Nn2cnnc2)c1O	-2.8
Cc1cc(OC(=O)/C=C/c2ccccc2)c([N+](=O)[O-])c(=O)[nH]1	-2.0
COc1ccc(OC)c(NC(=O)CSc2nnc(Cc3cccn3C)n2Cc2ccccc2)c1	39.0*
Cc1cn2c3c(=O)n(C)c(=O)n(C)c3nc2n1CC(=O)C(C)(C)C	-3.0
COc1cc(C=NNC(=O)c2ccncc2)ccc1OCC(=O)Nc1cccc([N+](=O)[O-])c1	-2.8
COCCNCc1ccncc1	-1.0
Cc1ccc(SCC(=O)Nc2sc(C)c(C)c2C(N)=O)cc1	-2.0
Cc1sc(NC(=O)c2ccccc2)c([C@H](c2cccs2)N2CCN(CCO)CC2)c1C	8.0
Cc1ccc(S(=O)(=O)N(C)c2c(C)ccc(S(=O)(=O)N(C)CCCC(=O)O)c2C)cc1	-11.0
COC(=O)c1ccc(NC(=O)C2CCCN(c3ccc(-c4ccc(F)cc4)nn3)C2)cc1 (stereo not given)	-17.0
CC(NC(=O)c1cccs1)C(=O)Nc1nc(-c2ccccn2)cs1 (stereo not given)	103.0*
COc1ccc(NC(=O)c2oc3ccccc3c2NC(=O)c2ccc(S(=O)(=O)N3CCOCC3)cc2)cc1	-12.0&-3.0
Cc1nnc(SCC(=O)N2CCc3ccccc32)[nH]c1=O	9.0
Cc1cc(OC2CN(S(=O)(=O)c3ccccc3F)C2)cc(=O)o1	-3.0
COc1ccc(CC(=O)NN=C(C)CC(=O)Nc2ccc(N(C)C)cc2)cc1OC	22.4
O=C(NN=Cc1cc([N+](=O)[O-])ccc1O)c1cc(-c2ccccc2)nc2ccccc12	2.6
Cn1c(=O)c2c(ncn2CC(=O)NN=C/C=C/c2ccccc2)n(C)c1=O	-9.7
Cc1ccc(Oc2ccc(OCC(=O)Nc3cccc(Cl)c3)cc2)cc1	-1.0
Cc1ccccc1-c1cc2c(=O)n(Cc3ccc(N4CCCC4=O)cc3)ccn2n1	-11.0
O=C(Cn1cnc2ccccc2c1=O)N1CCC(Oc2ncccc2Cl)CC1	7.0
CCSC1=NC2(CCN(S(=O)(=O)Cc3ccccc3)CC2)N=C1c1ccc(Cl)cc1	2.0
COc1ccc(SCC(=O)Nc2ccc(-c3nc4ccccc4o3)cc2)cc1	-2.0&5.0
O=C1CN(C(=O)c2ccccc2)C(=S)N1	-3.0
N#Cc1nc(-c2ccc(Cl)cc2)oc1N1CCCCCC1	59.2*
Cc1ccc2cccnc2c1O	15.4
CCCc1c(C(=O)NN=Cc2ccncc2)nnn1-c1nonc1N	1.6

Arranged by number of heavy atoms (ascending): 3 of the compounds above
SMILES	PriA SSB inh
Cc1cc(OC2CN(S(=O)(=O)c3ccccc3F)C2)cc(=O)o1	-3.0
Cn1c(=O)c2c(ncn2CC(=O)NN=C/C=C/c2ccccc2)n(C)c1=O	-9.7
Cc1ccccc1-c1cc2c(=O)n(Cc3ccc(N4CCCC4=O)cc3)ccn2n1	-11.0

The results go on:
SMILES	PriA SSB inh
CC(CCc1ccccc1)NC(=O)C(=O)NCc1ccc2c(c1)OCO2 (stereo not given)	-13.0
Cc1cc(C)c(C)c(S(=O)(=O)N2CCN=C2c2ccccc2)c1C	1.0
O=C(NN=Cc1ccc[nH]1)c1sc2ccccc2c1Cl	17.7
O=S(=O)(c1cccnc1)N1CCN(c2cnccn2)CC1	-5.0&7.0
Cc1cccc(N=Cc2c(O)c3ccccc3oc2=O)n1	-21.4
C=CCNC(=S)NN=Cc1ccc(OCc2ccccc2)cc1	-0.3
CC(CC(=O)Nc1ccc2c(c1)OCCO2)=NNC(=O)c1cccc(O)c1	-13.1
Nc1ncnc(N2CCN(C(c3ccccc3)c3ccccc3)CC2)c1[N+](=O)[O-]	24.0
O=C(NN=Cc1cc([N+](=O)[O-])ccc1N1CCCC1)c1ccccn1	-8.8
COc1cc(OC)cc(C(=O)NCC(C)(O)C2CC2)c1 (stereo not given)	0.0
CC(C)Oc1ccc(C(=O)Nc2ccc3c(c2)CN(C(=O)C2CC2)CC3)cc1	-15.0
CCOC(=O)c1cc([N+](=O)[O-])sc1NC(=O)c1ccc([N+](=O)[O-])o1	-2.0
CC(=O)N1c2ccc(S(=O)(=O)NCCn3nc(-c4ccc(F)cc4)ccc3=O)cc2CC1C (stereo not given)	22.0
Cc1cc(N2CCCC2)nc(CNC(=O)c2cnccn2)n1	-7.0
COc1ccc(CCS(=O)(=O)NCC(c2ccsc2)N2CCc3ccccc3C2)cc1 (stereo not given)	-5.0&11.0
CCc1nnc(-c2ccc(NC(=O)COc3cccc(OC)c3)cc2)o1	6.0
COc1ccc(CCS(=O)(=O)NCCc2ccc(N3CCCC3)cc2)cc1	4.0
CCOc1ccc2nc(NC(N)=NS(C)(=O)=O)nc(C)c2c1	-12.5
Cc1ccc(N2CCCS2(=O)=O)cc1NC(=O)c1ccccc1Cl	12.0
CCC(C)Sc1nnc(-c2cn(C)nc2OC)n1CCOC (stereo not given)	8.0
COc1ccc(Cl)cc1NC(=O)C1(c2ccc(F)cc2)CC1	-10.0
CCn1nnc2c(SCC(=O)Nc3cc(Cl)ccc3OC)ncnc21	-14.0
Cc1cc(Cl)cc2sc(N(Cc3ccco3)C(=O)C3=COCCO3)nc12	0.0
O=C(CC1=NS(=O)(=O)c2ccccc2N1)Nc1ccccc1Br	1.0
O=C(c1ccc2[nH]ccc2c1)N1CC(c2nc(C3CC3)no2)C1	-3.0
O=[N+]([O-])c1ccc(N2CCNCC2)cc1N1CCCC1	62.3*
COCCNC(=O)C(=O)NCC1CCN(C(=O)OC)CC1	-17.0
CCOc1ccc(CC(N)=Nn2cnnc2)cc1	-11.1
O=C(c1ccc(F)cc1)N1CCN(c2ccc3nnc(C4CC4)n3n2)CC1	-2.0
CCOCC(=O)NCC1CC(=O)N(c2ccc(C)cc2)C1 (stereo not given)	-11.0
